High-throughput results: PubChem, National Center for Advancing Translational Sciences (NCATS)
HCMV antiviral – inhibitors of human cytomegalovirus. HFF cells, HCMV-luciferase reporter, 72 h; stronger effect = lower value. activity change, negative = inhibition, % at 57.5 µM. 410,000 tested, 4.5% active; in the data active means activity change below about -60%; inconclusive means no clear call, values can overlap the other calls; inactive means above about -39%; further: on the % scale 0 is the no-effect control and ±100 the full control effect
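Screen run at 2 compound doses on HFFs infected with reporter HCMV, MOI 1 PFU/cell. Luciferase activity from cell lysates at 72 h post infection gave inhibition relative to buffer-only and Salinomycin wells.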
AmpC detergent – inhibitors of E. coli AmpC beta-lactamase with detergent. P00811. AmpC hydrolysis of nitrocefin, absorbance 480 nm, 0.01% Triton. Potency, µM (highest dose often 114 µM), for inactives: top-dose activity change, negative = inhibition, usual class: inhibitors. 370,000 tested, 0.041% active. AID 485294;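 further: potency means the concentration at half of the fitted maximal effect; 0% = no-compound wells and -100% = no-enzyme wells; nearly all actives have a fitted effect of over 25% in size; some results filed as inactive show a strong effect at the top dose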
Target sequence (P00811 whole entry, looked up): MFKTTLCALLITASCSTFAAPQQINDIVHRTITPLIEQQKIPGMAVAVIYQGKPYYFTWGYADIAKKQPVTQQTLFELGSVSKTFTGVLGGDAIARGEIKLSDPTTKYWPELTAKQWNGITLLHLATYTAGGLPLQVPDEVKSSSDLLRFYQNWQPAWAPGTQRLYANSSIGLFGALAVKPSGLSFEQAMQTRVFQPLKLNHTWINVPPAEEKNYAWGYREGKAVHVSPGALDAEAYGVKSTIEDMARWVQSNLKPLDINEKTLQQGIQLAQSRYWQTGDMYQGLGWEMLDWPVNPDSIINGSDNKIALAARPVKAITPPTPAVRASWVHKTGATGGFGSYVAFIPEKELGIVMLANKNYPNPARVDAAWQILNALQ
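AmpC (5.3 nM in the dispensed reagent) in 20 mM phosphate pH 7.0 with 0.01% (detergent screen) or 0.0001% Triton X-100 was preincubated with compounds for 15 min at room temperature. Nitrocefin was then added from an 800 uM solution, and hydrolysis was followed at 480 nm.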
Giardia FBPA inh – inhibitors of Giardia lamblia fructose-1,6-bisphosphate aldolase; purified Giardia FBPA; AID 2451; 290,000 tested, 0.71% active; Potency, µM (highest dose often 59.6 µM), inactives show top-dose activity, negative = inhibition, hits mostly inhibitors; A8B2U2; further: potency means the concentration at half of the fitted maximal effect; on the % scale 0 is the no-effect control and ±100 the full control effect; nearly all actives have a fitted effect of over 55% in size
Target sequence (A8B2U2 whole entry, looked up): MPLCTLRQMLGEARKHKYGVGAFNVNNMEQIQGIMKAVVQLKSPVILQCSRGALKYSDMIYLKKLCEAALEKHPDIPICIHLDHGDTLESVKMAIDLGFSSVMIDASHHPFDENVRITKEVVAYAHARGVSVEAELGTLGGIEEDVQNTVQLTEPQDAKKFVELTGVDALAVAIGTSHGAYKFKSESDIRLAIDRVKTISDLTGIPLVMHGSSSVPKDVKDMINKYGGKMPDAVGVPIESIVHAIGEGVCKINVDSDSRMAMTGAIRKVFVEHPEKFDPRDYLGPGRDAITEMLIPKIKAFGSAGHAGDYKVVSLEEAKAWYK
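Giardia FBPA (40 nM reagent) was preincubated 10 min at RT with compound (up to 57.5 uM final), then substrate plus GAPDH/TPI/NAD/arsenate coupling system with diaphorase/resazurin was added; resorufin fluorescence (525/598 nm) was read after 20 min.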
Shiga inhibitor – Shiga toxin inhibition | 290,000 tested, 9.2% active | AID 2315 | inhibition, % at 38.7 µM | Vero cells, Shiga toxin protein synthesis inhibition reporter; in the data active means inhibition mostly above about 28%, no sharp cut-off; inactive means mostly below about 43%; further: 0% is about no effect
Cycloheximide cs – affects cycloheximide protein synthesis inhibition readout, counter-screen; AID 2314; 300,000 tested, 12% active; cell reporter, cycloheximide protein synthesis inhibition counterscreen; max response, %; in the data active means max response mostly above about 13%, no sharp cut-off; inactive means mostly below about 14%; further: read at 38.3 µM for the half of the compounds with a filed dose; 0% is about no effect
AmpC no deterg – blocks E. coli AmpC beta-lactamase in detergent-free assay; P00811; AmpC nitrocefin hydrolysis, absorbance 480 nm, 0.0001% Triton; Potency, µM (series often up to 57.1 µM), without a hit: top-dose activity change, negative = inhibition, hits mostly inhibitors; 330,000 tested, 0.52% active; AID 485341;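 further: potency means the concentration at half of the fitted maximal effect; plate controls were no compound for no effect and no enzyme for full effect; nearly all actives have a fitted effect of over 20% in size; some results filed as inactive show a strong effect at the top dose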
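AmpC (5.3 nM in the dispensed reagent) in 20 mM phosphate pH 7.0 with 0.01% (detergent screen) or 0.0001% Triton X-100 was preincubated with compounds for 15 min at room temperature. Nitrocefin was then added from an 800 uM solution, and hydrolysis was followed at 480 nm.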
AMA1-RON2 inh – disrupts binding of P. falciparum AMA1 to RON2; AlphaScreen AMA1-biotinylated RON2 peptide binding; Potency, µM (series often up to 58.2 µM), without a hit: top-dose activity change, negative = inhibition, most hits filed as inhibitors; 360,000 tested, 0.2% active; AID 720542;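 further: potency means the concentration at half of the fitted maximal effect; 0% = vehicle wells and -100% = peptide control; nearly all actives have a fitted effect of over 45% in size; some results filed as inactive show a strong effect at the top dose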
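AMA1 (3D7) with his tag at 25 nM final met compounds first, then biotinylated RON2 peptide at 25 nM; detection used donor plus acceptor beads, 10 µg/mL apiece, read by AlphaScreen after 30 min at room temperature.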
Starred values were filed as active, the others as inactive; [ ] = remark or other dose. Unless noted, the call rests on the fitted dose curve; in most records, active means well fitted curve in the direction sought with a large enough effect; inconclusive means small, poorly fitted or top-dose-only effect, or another doubt; inactive means no such curve, though single readings can be large; an effect the other way counts as inactive or inconclusive.

Screening CCOC(=O)/C(C#N)=C1/C=C(C)c2ccccc2N1 returned HCMV antiviral inconclusive, AmpC detergent -3%, Giardia FBPA inh 0%, Shiga inhibitor 18, Cycloheximide cs -2, AmpC no deterg -11% and AMA1-RON2 inh 55%[activator].
Cc1ccc(/C=N/Nc2ccc(F)cc2F)s1 was read as HCMV antiviral 27, AmpC detergent -17%, Giardia FBPA inh 0%, Shiga inhibitor 91*, Cycloheximide cs 37*, AmpC no deterg -53% and AMA1-RON2 inh -24%.
`O=C(COc1ccc(S(=O)(=O)N2CCCCC2)cc1)N1CCOCC1` gave HCMV antiviral -9, AmpC detergent -5%, Shiga inhibitor -10, Cycloheximide cs 2, AmpC no deterg -3% and AMA1-RON2 inh 7%.
Screening Cn1cc(C=C(C#N)C#N)c2ccccc21 returned HCMV antiviral -7, AmpC detergent -4%, Giardia FBPA inh 1%, Shiga inhibitor -2, Cycloheximide cs 0, AmpC no deterg -12% and AMA1-RON2 inh -4%.
For CC(=O)Nc1cc(-c2ccc(Cl)cc2)nn1-c1ccccc1 the results were HCMV antiviral -4, AmpC detergent 4%, Giardia FBPA inh 0%, Shiga inhibitor 17, Cycloheximide cs 1, AmpC no deterg 9% and AMA1-RON2 inh -2%.
`Nn1c(SCc2cccc(C(F)(F)F)c2)nnc1-c1ccco1` gave HCMV antiviral -21, AmpC detergent -3%, Giardia FBPA inh 5%, Shiga inhibitor -8, Cycloheximide cs 10, AmpC no deterg 3% and AMA1-RON2 inh -9%.
Screening COc1ccc(CCn2nnnc2C(C(C)C)N2CCC(C(N)=O)CC2)cc1OC (stereo not drawn) returned HCMV antiviral -27, AmpC detergent -13%, Giardia FBPA inh -11%, Shiga inhibitor -7, Cycloheximide cs 2, AmpC no deterg -9% and AMA1-RON2 inh -12%.
For O=C1CC(c2c(F)cccc2Cl)C(n2cncn2)C(O)=C1C1NCCc2ccccc21 (stereo not drawn) the results were HCMV antiviral 0, AmpC detergent inconclusive, Giardia FBPA inh 1%, Shiga inhibitor 41, Cycloheximide cs 15, AmpC no deterg -29% and AMA1-RON2 inh -26%.
CCCCN(C(=O)CSCC(=O)Nc1ccc(OC)cc1)c1c(N)n(CCC)c(=O)[nH]c1=O was read as HCMV antiviral -18, AmpC detergent -18%, AmpC no deterg -16% and AMA1-RON2 inh -7%.
Screening CCCc1nc(SCC(=O)N2CCC(C)CC2)c2c(=O)n(C)c(=O)n(C)c2n1 returned HCMV antiviral 0, AmpC detergent 1%, Giardia FBPA inh 0%, Shiga inhibitor -14, Cycloheximide cs -4, AmpC no deterg 49% and AMA1-RON2 inh -1%.

In the list so far, three have a carbonyl joined to an NH by a bond outside any ring:
For CC(=O)Nc1cc(-c2ccc(Cl)cc2)nn1-c1ccccc1 the results were HCMV antiviral -4, AmpC detergent 4%, Giardia FBPA inh 0%, Shiga inhibitor 17, Cycloheximide cs 1, AmpC no deterg 9% and AMA1-RON2 inh -2%.
Screening COc1ccc(CCn2nnnc2C(C(C)C)N2CCC(C(N)=O)CC2)cc1OC (stereo not drawn) returned HCMV antiviral -27, AmpC detergent -13%, Giardia FBPA inh -11%, Shiga inhibitor -7, Cycloheximide cs 2, AmpC no deterg -9% and AMA1-RON2 inh -12%.
CCCCN(C(=O)CSCC(=O)Nc1ccc(OC)cc1)c1c(N)n(CCC)c(=O)[nH]c1=O was read as HCMV antiviral -18, AmpC detergent -18%, AmpC no deterg -16% and AMA1-RON2 inh -7%.

Next part.
COc1ccc(Cl)cc1N(CC(=O)N1CCCC1)S(=O)(=O)c1ccc(C)cc1 was read as HCMV antiviral -28, AmpC detergent inconclusive, Giardia FBPA inh -2%, Shiga inhibitor -2, Cycloheximide cs -2, AmpC no deterg 68%[activator] and AMA1-RON2 inh 1%.
For CC(=O)c1cn(CC(=O)Nc2ccccc2F)c2ccccc12 the results were HCMV antiviral -12, AmpC detergent -15%, Giardia FBPA inh 8%, Shiga inhibitor -7, Cycloheximide cs -2, AmpC no deterg -11% and AMA1-RON2 inh 14%.
Screening COc1ccc(C2=C(c3ccc([N+](=O)[O-])cc3)C(=O)OC2)cc1 returned HCMV antiviral -22, AmpC detergent 1%, Giardia FBPA inh 9%, Shiga inhibitor -13, Cycloheximide cs -2, AmpC no deterg -38% and AMA1-RON2 inh -2%.
Screening CCc1ccccc1N(CC(=O)N1CCN(c2ccccc2)CC1)S(C)(=O)=O returned HCMV antiviral 9, AmpC detergent inconclusive, Giardia FBPA inh 0%, Shiga inhibitor 32, Cycloheximide cs -6, AmpC no deterg 63%[activator] and AMA1-RON2 inh 5%.
`Cc1ccc(Cl)cc1NC(=S)N(CCCN1CCN(C)CC1)Cc1cccs1` gave HCMV antiviral -32, AmpC detergent inconclusive, Giardia FBPA inh 4%, Shiga inhibitor -15, Cycloheximide cs -3, AmpC no deterg 61%[activator] and AMA1-RON2 inh -19%.
N#CC(C#N)=Cc1ccc(C=C(C#N)C#N)cc1 was read as HCMV antiviral -37, AmpC detergent 6%, Giardia FBPA inh inconclusive, Shiga inhibitor 27, Cycloheximide cs 20*, AmpC no deterg -30% and AMA1-RON2 inh -1%.
For O=CNCC(=O)NCCc1ccc(Cl)cc1 the results were HCMV antiviral inconclusive, AmpC detergent -1%, Giardia FBPA inh -1%, Shiga inhibitor -16, Cycloheximide cs -3, AmpC no deterg -17% and AMA1-RON2 inh -5%.
`O=C(CSc1nnc(NC2CCCCC2)s1)NN1C(=O)NC2(CCCCC2)C1=O` gave HCMV antiviral -18, AmpC detergent 3%, Giardia FBPA inh 0%, Shiga inhibitor 20, Cycloheximide cs 1, AmpC no deterg -11% and AMA1-RON2 inh 24%.
c1ccc(Cn2nnc3c(NCC4CCCO4)ncnc32)cc1 (stereo not drawn) was read as HCMV antiviral 96, AmpC detergent inconclusive, Giardia FBPA inh -1%, Shiga inhibitor 56, Cycloheximide cs 9, AmpC no deterg -11% and AMA1-RON2 inh 3%.
Screening COCCCNc1oc(-c2cccs2)nc1S(=O)(=O)c1ccc(C)cc1 returned HCMV antiviral inconclusive, AmpC detergent 0%, Giardia FBPA inh -5%, Shiga inhibitor -5, Cycloheximide cs -2, AmpC no deterg 16% and AMA1-RON2 inh -21%.
For COc1ccc(NC(=O)c2sccc2C)cn1 the results were HCMV antiviral 1, AmpC detergent 2%, Giardia FBPA inh -9%, Shiga inhibitor 89*, Cycloheximide cs 43*, AmpC no deterg -13% and AMA1-RON2 inh 9%.
CCn1ncc2c1C(=O)NC1c3ccccc3C(=O)N21 (stereo not drawn) was read as HCMV antiviral 123, AmpC detergent -17%, Giardia FBPA inh 4%, Shiga inhibitor -8, Cycloheximide cs -6, AmpC no deterg -26% and AMA1-RON2 inh -6%.
Screening O=C(CN1c2cccc3cccc(c23)S1(=O)=O)Nc1c(F)c(F)c(F)c(F)c1F returned HCMV antiviral -15, AmpC no deterg -9% and AMA1-RON2 inh 30%[activator].
Screening O=C(c1cccc(Cl)c1)N1CCN(CCCc2ccccc2)CC1 returned HCMV antiviral -5, AmpC detergent -6%, Giardia FBPA inh 13µM*, Shiga inhibitor 19, Cycloheximide cs 8, AmpC no deterg 93%[activator] and AMA1-RON2 inh inconclusive.
For CC(=O)N(C(C)=O)n1c(C)nc2sc3c(c2c1=O)CCCC3 the results were HCMV antiviral inconclusive, AmpC detergent 6%, Giardia FBPA inh 0%, Shiga inhibitor -15, Cycloheximide cs -7, AmpC no deterg 3% and AMA1-RON2 inh -9%.
For O=C(Nc1cccc(S(=O)(=O)NC2=NCCC2)c1)c1cc(=O)[nH]c2ccccc12 the results were HCMV antiviral 40, AmpC detergent -14%, AmpC no deterg -19% and AMA1-RON2 inh -5%.
For CC(C)(C)SCCNC(=O)c1cccc([N+](=O)[O-])c1 the results were HCMV antiviral 75, AmpC detergent -4%, Giardia FBPA inh 4%, Shiga inhibitor -40*, Cycloheximide cs 20*, AmpC no deterg -26% and AMA1-RON2 inh -1%[11.6 µM].
Screening CC1=C(C(=O)OCC2CCCO2)C(c2coc3ccc(Cl)cc3c2=O)C2=C(CCCC2=O)N1 (stereo not drawn) returned HCMV antiviral -24, AmpC detergent 7%, Giardia FBPA inh 2%, Shiga inhibitor -7, Cycloheximide cs -5, AmpC no deterg 68%[activator] and AMA1-RON2 inh -11%.
COc1ccc(N)c2c1C(=O)c1ccccc1C2=O was read as HCMV antiviral 27, AmpC detergent inconclusive, Giardia FBPA inh -9%, Shiga inhibitor 60*, Cycloheximide cs 51*, AmpC no deterg -20% and AMA1-RON2 inh inconclusive.
For COc1ccc(NC(=O)CSCC(=O)N(C)Cc2ccc(Cl)c(Cl)c2)cc1 the results were HCMV antiviral 38, AmpC detergent -3%, AmpC no deterg 5% and AMA1-RON2 inh 0%.
Screening Cc1noc(C)c1COc1ccc(C(=O)N2CCC(C)CC2)cc1 returned HCMV antiviral 2, AmpC detergent 14%, AmpC no deterg 63%[activator] and AMA1-RON2 inh 31%[activator][11.6 µM].
`COC(=O)c1ccc(C(=O)NC2CC(C)(C)Cc3c2cnn3-c2ccc(F)cc2)nc1` (stereo not drawn) gave HCMV antiviral 30, AmpC detergent 2%, Shiga inhibitor 20, Cycloheximide cs 24*, AmpC no deterg 119%[activator] and AMA1-RON2 inh -2%.
`Cc1c(NC(=O)c2cc(=O)[nH]c3ccccc23)c(=O)n(-c2ccccc2)n1C` gave HCMV antiviral 55, AmpC detergent -2%, Giardia FBPA inh 0%, Shiga inhibitor -6, Cycloheximide cs -4, AmpC no deterg -3% and AMA1-RON2 inh 15%.
Cc1ccc(NC(=S)N2CCCCC2)cc1C was read as HCMV antiviral 32, AmpC detergent -7%, Giardia FBPA inh -17%, Shiga inhibitor 43*, Cycloheximide cs 20*, AmpC no deterg -42% and AMA1-RON2 inh -3%.
Screening O=C(O)CC(CP(=O)(c1ccccc1)c1ccccc1)C(=O)O (stereo not drawn) returned HCMV antiviral -37, AmpC detergent -14%, Giardia FBPA inh 10%, Shiga inhibitor -10, Cycloheximide cs -2, AmpC no deterg -15% and AMA1-RON2 inh 36%[activator].
Screening O=C(CCC(=O)Nc1ccccc1Cl)N/N=C/c1c[nH]c2ccccc12 returned HCMV antiviral -16, AmpC detergent 0%, Giardia FBPA inh -6%, Shiga inhibitor 69, Cycloheximide cs 4, AmpC no deterg -41% and AMA1-RON2 inh 1%.
CCc1c(C)[nH]c2nc3ccccc3n2c1=O was read as HCMV antiviral 73, AmpC detergent 3%, Giardia FBPA inh -5%, Shiga inhibitor -6, Cycloheximide cs 1, AmpC no deterg -10% and AMA1-RON2 inh 0%.
